From PubChem
LEDGF integ inh: blocks HIV-1 LEDGF/p75-dependent DNA integration; TR-FRET IN-LEDGF/p75 DNA integration, Eu/Cy5; inhibition, % at 3.7 µM; hit rate 0.64% among 370,000;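 active means inhibition above the screen-wide mean plus 3 SD, cut at about 13% in these data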;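 further: signal is the Cy5 over europium emission ratio at 671 and 618 nm; 0% = plate median of compound wells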
ABHD4 inh: inhibits mouse alpha/beta hydrolase domain 4; inhibition, % at 8.92 µM; Q8VD66; hit rate 0.54% among 370,000; AID 720543; purified mABHD4, FP-Rh probe fluorescence polarization;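 active means inhibition exceeding the mean over every tested compound plus 3 SD, cut at about 30% in these data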;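 further: 0% = plate median of compound wells and 100% = S159A mutant with DMSO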
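assay system = mABHD4 protein | compound dosing = single nominal dose of 8.92 µM, 0.89% DMSO final | read-out basis = percent inhibition of probe binding, normalized to plate controls | schedule = Enzyme–compound pre-incubation 45 min, then probe 60 min, both 25 °C | detection = fluorescence polarization, excitation 525 nm, emission 598 nm, BODIPY TMR filters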
NPR2 activator: GC-B (human) receptor activation | HEK293-GC-B cells, CNP EC30, cGMP TR-FRET; 0% at EC30 CNP, 100% saturating CNP | activation, % at 10 µM | hit rate 0.11% among 370,000;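 active means activation at 10 µM reaching about 35% in either raw or pattern-adjusted values, limit read from the data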
MBD2 inh: blocks human MBD2 binding to methylated DNA; TR-FRET, MBD2 binding to methylated oligonucleotide; hit rate 0.31% among 370,000; AID 686964; inhibition, % at 4.4 µM; in the data active means inhibition above about 13%
Target sequence (Q9UBB5 whole entry, looked up): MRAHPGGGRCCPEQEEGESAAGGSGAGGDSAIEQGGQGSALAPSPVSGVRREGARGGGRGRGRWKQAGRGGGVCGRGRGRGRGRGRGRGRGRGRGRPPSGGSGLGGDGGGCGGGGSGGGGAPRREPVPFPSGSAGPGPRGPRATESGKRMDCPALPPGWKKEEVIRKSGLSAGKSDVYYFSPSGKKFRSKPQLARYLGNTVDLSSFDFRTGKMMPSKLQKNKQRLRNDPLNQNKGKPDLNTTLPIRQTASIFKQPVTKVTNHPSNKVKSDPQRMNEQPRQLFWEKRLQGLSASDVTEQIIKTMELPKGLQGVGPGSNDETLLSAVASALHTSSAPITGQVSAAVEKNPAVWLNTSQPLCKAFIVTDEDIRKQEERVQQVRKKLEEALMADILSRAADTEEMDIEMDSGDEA
TCR-CD3 inh: inhibitors of human TCR-CD3 interaction; hit rate 0.37% among 360,000; TAMRA-labeled TCR probe fluorescence, biochemical; inhibition, % at 9.4 µM; in the data active means inhibition above about 19%;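 further: recombinant mutant TCR 2C K166C tagged with TAMRA read by polarization; 0% = receptor in buffer alone and 100% = receptor with positive control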
rCAG RNA binder: binds r(CAG) RNA repeats. r(CAG) RNA repeat, TO-PRO-1 dye displacement fluorescence. inhibition, % at 3 µM. hit rate 1.3% among 370,000;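 active means inhibition above the plate cutoff, the mean of all test compounds on that plate plus 3 SD, cut at about 35% in these data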;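 further: 0% = DMSO alone and 100% = 100 µM mitoxantrone as full dye displacement; higher means more dye released from RNA so lower well fluorescence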
SIAE primary: blocks human sialic acid acetylesterase. SIAE FP-Rh probe binding, fluorescence polarization. inhibition, % at 9.66 µM. hit rate 0.69% among 370,000;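 active means inhibition above a cutoff: mean of compounds within the control limits plus 3 SD of those, cut at about 17% in these data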;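 further: 0% = plate median of compound wells and 100% = probe without SIAE protein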
TDP2 absorb: TDP2 (human) inhibition, absorbance primary screen; O95551; recombinant TDP2, T5PNP hydrolysis, p-nitrophenol absorbance 415 nm; inhibition, % at 12.8 µM; hit rate 0.34% among 370,000; AID 720702;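 active means inhibition above the mean of all tested compounds plus 3 SD, set per campaign, cut at about 25% in these data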;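 further: 0% = DMSO with enzyme and 100% = buffer with substrate but no TDP2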
Target sequence (O95551 whole entry, looked up): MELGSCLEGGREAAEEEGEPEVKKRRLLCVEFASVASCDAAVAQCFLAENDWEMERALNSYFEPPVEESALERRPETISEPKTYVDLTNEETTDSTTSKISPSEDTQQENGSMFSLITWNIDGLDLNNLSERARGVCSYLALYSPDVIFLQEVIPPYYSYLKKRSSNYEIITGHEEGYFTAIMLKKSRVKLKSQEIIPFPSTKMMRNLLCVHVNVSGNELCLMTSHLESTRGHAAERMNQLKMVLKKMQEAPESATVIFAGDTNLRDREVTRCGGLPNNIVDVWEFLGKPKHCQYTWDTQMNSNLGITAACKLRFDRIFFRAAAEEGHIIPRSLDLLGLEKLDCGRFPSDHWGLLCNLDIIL
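Read-out basis: percent inhibition. System: recombinant human TDP2. Buffer or medium: Mg2+-containing Tris-HCl buffer, pH 7.5. Repeats: single replicate. Timing: reaction 2 h, 37 °C. Benchmarks: high control without enzyme, low control DMSO plus TDP2. Probe or stimulus: 5 mM T5PNP. Doses: 12.8 µM only. Measured by: epi absorbance of p-nitrophenol freed from T5PNP by hydrolysis.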
PRMT1 FP inh: inhibitors of human PRMT1 | recombinant PRMT1, activity-based probe fluorescence polarization | inhibition, % at 2.79 µM | AID 652257 | hit rate 1.3% among 370,000;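 active means inhibition above about 21% made by adding two undisclosed values, limit read from the data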
HTRA1 inh: inhibitors of human serine peptidase HTRA1 | Q92743 | recombinant HTRA1, FP-rhodamine activity-based probe, fluorescence polarization | inhibition, % at 5.96 µM | hit rate 0.5% among 340,000; in the data active means inhibition above about 36%;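 further: 0% = enzyme with DMSO and 100% = wells lacking enzyme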
Starred values were filed as active, the others as inactive; . = not tested or not shown. Only part of the results is shown (hit frequency here may not be typical).

1) Oc1ccc2nc(Cc3ccccc3)[nH]c2c1
2) Cn1cccc1-c1cc(C(=O)N/N=C/c2ccc([N+](=O)[O-])cc2)[nH]n1
3) O=C(CSc1ncn[nH]1)Nc1ccc(Br)cc1F
4) CN(c1ccc(C(=O)NCC2CCCO2)cc1)S(C)(=O)=O (centres undefined)
5) CC1(C)CC(=O)N(c2ccc(Cl)cc2Cl)C(=O)C1
6) COc1ccc(CCNC(=O)c2ccc(CNS(=O)(=O)c3ccccc3)cc2)cc1OC

Compound,1,2,3,4,5,6
TDP2 absorb,3,-9,2,2,14,1
TCR-CD3 inh,-2,4,4,8,-4,0
SIAE primary,-4,6,1,0,-4,-1
HTRA1 inh,-2,-4,-2,5,8,1
ABHD4 inh,13,6,1,-5,3,3
LEDGF integ inh,2,-3,1,2,-3,-4
rCAG RNA binder,-1,5,2,-1,-3,5
PRMT1 FP inh,0,1,1,-2,8,3
MBD2 inh,5,-1,0,-4,3,2
NPR2 activator,-7,3,-2,5,0,3

7) O=C([C@@H]1C[C@H]1c1ccccc1)N1CC[C@H]2[C@H](CCCN2Cc2ccccc2)C1
8) COc1ccc(-c2[nH]nc3nc(N4CCN(C(=O)c5ccoc5)CC4)cc(C(F)(F)F)c23)cc1
9) Cn1c(=O)c2c(nc(CN3CCN(c4ccc(F)cc4)CC3)n2CCN2CCOCC2)n(C)c1=O
10) CCN(CC)CCNC(=O)CS(=O)Cc1nc(-c2ccccc2Cl)oc1C (centres undefined)
11) CCOc1ccc(CC(=O)NNC(=S)Nc2ccc(OC)c(OC)c2)cc1
12) O=C(CC1C(=O)NCCN1CCCc1ccccc1)NCCc1ccccc1Cl (centres undefined)

Compound,7,8,9,10,11,12
TDP2 absorb,5,6,7,0,8,5
TCR-CD3 inh,.,-3,12,-5,-2,6
SIAE primary,-1,7,-1,2,1,5
HTRA1 inh,.,-32,-4,8,-5,-15
ABHD4 inh,4,-14,2,9,3,8
LEDGF integ inh,-2,0,3,1,3,2
rCAG RNA binder,0,10,-5,0,-3,-3
PRMT1 FP inh,2,-1,1,4,-3,4
MBD2 inh,-2,3,-5,3,1,8
NPR2 activator,7,1,4,4,7,-11

13) COc1cccc(C2=NOC(C(=O)N3CCOCC3)C2)c1 (centres undefined)
14) Cc1cc(NC(=O)CSc2nnnn2-c2ccc(C)c(C)c2)no1
15) COc1ccc(/C=C/S(=O)(=O)NCc2ccccc2)cc1OC
16) N#CCC(=O)Nc1ccc(C(=O)OCC(=O)NC(=O)Cc2ccccc2)cc1
17) CCOC(=O)C(Cc1ccccc1)NC(=O)CNC(=O)CNC(=O)OCc1ccccc1 (centres undefined)
18) CCOc1cc(/C=N/NC(=O)COc2cccc(C)c2)ccc1OC(=O)c1cccs1

Compound,13,14,15,16,17,18
TDP2 absorb,8,7,-5,-10,-1,-2
TCR-CD3 inh,0,5,5,5,-1,-5
SIAE primary,4,-5,-3,-8,2,-50
HTRA1 inh,-2,.,-3,-4,3,-52
ABHD4 inh,1,-3,-5,-1,10,-4
LEDGF integ inh,0,-1,3,1,-2,1
rCAG RNA binder,-1,-4,-1,8,-8,7
PRMT1 FP inh,1,-2,2,-2,0,0
MBD2 inh,3,3,0,-1,2,-1
NPR2 activator,4,1,0,0,2,3

19) Cc1ccc(S(=O)(=O)/N=C/c2c(O)ccc3ccccc23)cc1
20) COc1ccc(NC(=O)COC(=O)CCc2ccc(S(=O)(=O)N3CCOCC3)cc2)cc1OC
21) CC1CCN(CCCn2c(SCC(=O)Nc3ccccc3Cl)nc3ccccc3c2=O)CC1
22) Cn1ccnc1SCC(=O)c1ccc(F)cc1
23) Cc1ccc(OC(=O)COc2ccccc2C)cc1
24) CCn1c(COc2ccc(=O)n(-c3ccccc3)n2)nnc1SCc1ccc(C)cc1

Compound,19,20,21,22,23,24
TDP2 absorb,-5,2,-1,1,-5,-2
TCR-CD3 inh,0,0,7,-2,1,1
SIAE primary,2,3,-8,-1,12,-4
HTRA1 inh,7,8,-4,.,-1,4
ABHD4 inh,-3,3,-3,1,-4,1
LEDGF integ inh,9,3,-2,0,9,-2
rCAG RNA binder,5,0,-1,-3,-3,-8
PRMT1 FP inh,-1,0,3,-2,-2,2
MBD2 inh,-2,2,-5,4,-3,1
NPR2 activator,-3,-3,-6,-1,-5,-5

Profiles, looked up by structure. Values in the order: TDP2 absorb | TCR-CD3 inh | SIAE primary | HTRA1 inh | ABHD4 inh | LEDGF integ inh | rCAG RNA binder | PRMT1 FP inh | MBD2 inh | NPR2 activator
CC1CCN(CCCn2c(SCC(=O)Nc3ccccc3Cl)nc3ccccc3c2=O)CC1 is entered as -1 | 7 | -8 | -4 | -3 | -2 | -1 | 3 | -5 | -6
Cc1ccc(S(=O)(=O)/N=C/c2c(O)ccc3ccccc23)cc1 is entered as -5 | 0 | 2 | 7 | -3 | 9 | 5 | -1 | -2 | -3
CCn1c(COc2ccc(=O)n(-c3ccccc3)n2)nnc1SCc1ccc(C)cc1 is entered as -2 | 1 | -4 | 4 | 1 | -2 | -8 | 2 | 1 | -5
Cc1ccc(OC(=O)COc2ccccc2C)cc1 is entered as -5 | 1 | 12 | -1 | -4 | 9 | -3 | -2 | -3 | -5
COc1ccc(NC(=O)COC(=O)CCc2ccc(S(=O)(=O)N3CCOCC3)cc2)cc1OC is entered as 2 | 0 | 3 | 8 | 3 | 3 | 0 | 0 | 2 | -3

Next part.
25) Cc1ccc(-c2nnn(CC(=O)N(CC3CCCO3)C(C(=O)NC(C)(C)C)c3ccc(F)cc3)n2)o1 (centres undefined)
26) COc1ccc2sc(-c3ccc(S(C)(=O)=O)cc3)c(C(=O)NCCCN3CCCC3=O)c2c1
27) CC1CCC(NC(=O)COC(=O)c2cccnc2Cl)CC1 (centres undefined)
28) Cc1cc(OCC(=O)O/N=C(\N)Cc2cccs2)ccc1Br
29) COc1cccc(OCC(=O)Nc2ccccc2C(=O)Nc2ccc(C(=O)O)cc2)c1
30) COc1ccc2nc(SCC(=O)Nc3nonc3C)[nH]c2c1

Compound,25,26,27,28,29,30
TDP2 absorb,-2,2,-8,-1,10,6
TCR-CD3 inh,-5,-1,8,-2,3,4
SIAE primary,4,4,-7,2,-10,-2
HTRA1 inh,-5,12,0,-18,-2,-5
ABHD4 inh,4,0,1,-11,9,1
LEDGF integ inh,1,-4,3,0,1,-1
rCAG RNA binder,-5,0,-1,-3,16,1
PRMT1 FP inh,-2,4,-5,-1,2,3
MBD2 inh,2,2,2,1,-2,-1
NPR2 activator,4,0,-1,-1,7,-3

31) Nc1ccccc1Sc1ccccc1[N+](=O)[O-]
32) CCOC(=O)N1CCN(c2ccc(S(=O)(=O)N3CCOCC3)cn2)CC1
33) Cc1cc(NCCCn2ccnc2)n2nc(C)c(-c3ccccc3)c2n1
34) CCOC(=O)C1CCN(C(=O)CSc2nc3ncccc3[nH]2)CC1
35) CCOC(=O)c1cc2c(C)[nH]c(C)c2cc(C(=O)OCC)c1=O
36) O=C(CN1CCN(Cc2ccc3c(c2)OCO3)CC1)Nc1ccc(N2CCOCC2)cc1

Compound,31,32,33,34,35,36
TDP2 absorb,17,-4,-17,-9,21,-8
TCR-CD3 inh,3,-4,-7,2,7,7
SIAE primary,-4,2,1,7,6,5
HTRA1 inh,-13,3,2,9,.,-12
ABHD4 inh,-7,-2,-3,5,3,2
LEDGF integ inh,1,-9,13,4,1,-10
rCAG RNA binder,-1,-1,-3,0,2,-9
PRMT1 FP inh,-2,0,-1,-2,2,-7
MBD2 inh,-2,3,4,-6,-7,-4
NPR2 activator,-5,1,0,1,3,1

Numbers 35 to 36, quoted:
35) CCOC(=O)c1cc2c(C)[nH]c(C)c2cc(C(=O)OCC)c1=O
36) O=C(CN1CCN(Cc2ccc3c(c2)OCO3)CC1)Nc1ccc(N2CCOCC2)cc1

Compound,35,36
TDP2 absorb,21,-8
TCR-CD3 inh,7,7
SIAE primary,6,5
HTRA1 inh,.,-12
ABHD4 inh,3,2
LEDGF integ inh,1,-10
rCAG RNA binder,2,-9
PRMT1 FP inh,2,-7
MBD2 inh,-7,-4
NPR2 activator,3,1

Further results
37) CC(C)NC(=O)C1(S(=O)(=O)c2ccccc2)CC=CC1
38) CCc1ccc[n+](-c2[nH]c(=O)sc2/C=N/NC([S-])=Nc2ccccc2)c1
39) O=C(COC(=O)CCc1c[nH]c2ccccc12)NC(c1ccccc1)c1ccccc1
40) COc1cccc(-n2nnc3c(=O)n(CC(=O)Nc4cc(C)on4)cnc32)c1
41) CSc1ccccc1C(=O)N1CCCCC1
42) N#C/C(C(=O)NCc1ccco1)=C1/SC=C(c2ccccc2)N1c1ccccc1

Compound,37,38,39,40,41,42
TDP2 absorb,-1,-2,-15,-4,11,2
TCR-CD3 inh,-1,7,4,-9,-5,9
SIAE primary,7,7,4,5,0,1
HTRA1 inh,-2,12,-14,-14,1,-7
ABHD4 inh,-2,24,-5,1,-1,3
LEDGF integ inh,1,-1,1,-2,-3,0
rCAG RNA binder,-2,-99,3,2,-4,0
PRMT1 FP inh,2,87*,-1,2,4,0
MBD2 inh,0,-3,-6,-3,3,-3
NPR2 activator,4,1,-3,-2,1,-3

43) CCCC(=O)OCC(=O)Nc1ccc2c(c1)OCO2
44) CCC1=C(OC(=O)N(CC)CC)N2C(=O)OC(=NCc3ccccc3)[C@]2(C)[C@H]2C1=CC[C@H]1C(=O)NC(=O)[C@H]12
45) COc1ccc(NC(=O)Nc2cc(C)nn2-c2ccccc2)cc1
46) CCN1CCSc2ccc(C(=O)NCc3ccc(OC(C)C)cc3)cc21
47) Cc1cccc2cc(C#N)c(N3CCN(C)CC3)nc12
48) Cc1ccc2nc(CN(C)C(=O)[C@@H](Cc3ccccc3)NC(=O)[C@H]3O[C@@H](n4ccc(=O)[nH]c4=O)[C@H](O)[C@@H]3O)[nH]c2c1

Compound,43,44,45,46,47,48
TDP2 absorb,18,-1,-1,-3,0,-2
TCR-CD3 inh,1,2,.,6,2,3
SIAE primary,3,1,9,4,5,0
HTRA1 inh,7,-7,.,-3,6,.
ABHD4 inh,5,6,2,5,6,0
LEDGF integ inh,1,-2,-1,-1,0,-2
rCAG RNA binder,-3,-6,-1,4,-7,0
PRMT1 FP inh,-3,0,0,11,-2,1
MBD2 inh,2,-2,-3,3,1,5
NPR2 activator,2,0,9,-3,-1,-7
